Compound activity: PubChem, National Center for Advancing Translational Sciences (NCATS)
LDHA inh = LDHA (human) enzyme inhibition; P00338; purified LDHA, NADH/diaphorase-resazurin fluorescence; stronger effect = lower value; activity change, % (values are at about 110 or 230 µM); 480,000 compounds, 0.15% hits; in the data active = activity change below about -30%; inconclusive = mostly about -25% to -30%;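 note: plate controls were DMSO wells for no effect and wells without enzyme for full effect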
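Remaining NADH was detected by diaphorase (0.133 mg/mL) converting 37 µM resazurin to fluorescent resorufin, read at 0 and 20 minutes. The preceding 5-minute room-temperature reaction used 2 nM LDHA, 0.2 mM sodium pyruvate and 0.06 mM NADH at pH 7.4.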
ERG Ets-DNA blk = inhibitors of human ERG Ets domain-DNA interaction. P11308. fluorescence polarization, His-ERG Ets domain / labelled DNA. Potency, µM (doses to about 76.9 µM), for inactives: at the highest dose FP activity, negative = inhibition, actives largely listed as inhibitors. 370,000 compounds, 0.028% hits. AID 624246; active = well fitted inhibition curve with a large enough effect in the polarisation, with a control signal flat; inconclusive = small, poorly fitted or top-dose-only effect, or effect the other way, or a change in a side signal; inactive = no such curve, though single readings can be large or run the other way; the % refers to the polarisation;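 note: polarization taken with two DNA probes labelled with fluorescein and Texas red; potency is the fitted concentration of half-maximal effect; % of control where 0% means no effect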
Target sequence (P11308 whole entry, looked up, the tested form may be a part): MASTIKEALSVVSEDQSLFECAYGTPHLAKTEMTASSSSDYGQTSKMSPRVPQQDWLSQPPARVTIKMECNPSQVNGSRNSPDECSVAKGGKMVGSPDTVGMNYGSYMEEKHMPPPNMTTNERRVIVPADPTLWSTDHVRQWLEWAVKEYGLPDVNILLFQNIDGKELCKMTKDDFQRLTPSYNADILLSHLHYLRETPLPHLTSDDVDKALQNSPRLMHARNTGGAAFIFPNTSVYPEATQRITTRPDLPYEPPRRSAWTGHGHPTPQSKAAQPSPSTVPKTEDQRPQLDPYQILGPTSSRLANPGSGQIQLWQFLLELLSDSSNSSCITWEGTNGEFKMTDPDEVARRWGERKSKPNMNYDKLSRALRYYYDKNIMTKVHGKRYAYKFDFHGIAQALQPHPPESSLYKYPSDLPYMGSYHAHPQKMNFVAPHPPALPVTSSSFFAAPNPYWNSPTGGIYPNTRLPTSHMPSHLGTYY
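His-tagged ERG Ets domain (1 uM in the protein solution; 300mM KCl, 50mM Tris-HCl, 1mM EDTA, 1mM DTT, pH 7.5) received compound, then a probe mix of 5 nM fluorescein-DNA and 100nM Texas-615-DNA. Fluorescence polarization was read for both dyes.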
Vif-APOBEC3G blk = inhibitors of Vif-APOBEC3G interaction; HeLa A3G-eYFP + Vif (tagged APOBEC3G with the HIV-1 protein that degrades it), YFP fluorescence, overnight; Potency, µM (top dose mostly 46.1 µM), for the others: top-dose activity, negative = active, actives largely listed as inhibitors; 410,000 compounds, 0.076% hits; AID 602310;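 note: potency is the fitted concentration of half-maximal effect; % is set by controls: 0 for no effect and ±100 for the full control effect; nearly all actives have a fitted effect of over 60% in size; hits raise eYFP signal because A3G escapes Vif-driven loss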
Target sequence (Q9HC16 whole entry, looked up): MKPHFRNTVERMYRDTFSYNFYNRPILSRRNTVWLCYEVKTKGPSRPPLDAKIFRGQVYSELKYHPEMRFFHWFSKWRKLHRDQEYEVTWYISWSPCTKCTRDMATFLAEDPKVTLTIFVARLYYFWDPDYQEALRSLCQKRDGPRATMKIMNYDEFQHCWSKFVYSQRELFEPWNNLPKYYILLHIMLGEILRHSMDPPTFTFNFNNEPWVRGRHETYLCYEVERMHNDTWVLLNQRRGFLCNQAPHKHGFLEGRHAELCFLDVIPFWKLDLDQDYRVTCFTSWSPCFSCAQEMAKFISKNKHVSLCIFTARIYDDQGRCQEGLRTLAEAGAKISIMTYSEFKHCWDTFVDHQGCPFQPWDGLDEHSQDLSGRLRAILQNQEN
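Read-out is eYFP fluorescence (Ex 488/Em 500-530) from Vif-expressing HeLa A3G-eYFP cells; more signal means A3G escaped Vif-mediated degradation. Cells plated overnight, compound pinned in, incubated overnight at 37 deg C.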
RGS4 inh = human RGS4 inhibition; P49798; Transcreener GDP fluorescence polarization, RGS4-accelerated GTP hydrolysis; Potency, µM (top dose mostly 114 µM), inactives show at the top dose activity change, negative = inhibition, actives largely listed as inhibitors; 390,000 compounds, 0.039% hits; AID 504845; note: potency is the fitted concentration of half-maximal effect; % is set by controls: 0 for no effect and ±100 for the full control effect; nearly all actives have a fitted effect of over 75% in size; some results filed as inactive show a strong effect at the top dose
Target sequence (P49798 whole entry, looked up): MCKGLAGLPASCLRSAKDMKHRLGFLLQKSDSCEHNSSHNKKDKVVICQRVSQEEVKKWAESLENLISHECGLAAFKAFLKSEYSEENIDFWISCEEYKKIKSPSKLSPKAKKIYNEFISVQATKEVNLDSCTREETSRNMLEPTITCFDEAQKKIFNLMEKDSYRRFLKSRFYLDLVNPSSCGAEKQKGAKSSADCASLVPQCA
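MLSMR compounds (23 nl, pin-transferred) preincubated 10 min at room temperature with a 500nM (2x) first reagent, then RGS4 at 900nM (2x) plus Transcreener GDP mix added; fluorescence polarization (620/688 nm) read before and after 90 min at 30 °C.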
GRP78 ERSR act = ER stress response induction in glioma; U87-MG GRP78 promoter luciferase reporter, 16 h; Potency, µM, inactives show top-dose activation, most hits filed as activators; 420,000 compounds, 0.02% hits; AID 602332; note: potency is the fitted concentration of half-maximal effect; series mostly up to about 76 µM; % of control where 0% means no effect; nearly all actives have a fitted effect of over 35% in size
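Stably transfected U87-MG human glioma cells carrying a GRP78-based luminescent sensor were seeded at 1000 cells/well, pin-dosed with compounds and incubated 16 h. Luciferase reagent was then added, and end-point luminescence was read after 10 min at room temperature.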
Vif-APOBEC3F blk = blocks the Vif interaction with APOBEC3F; HeLa A3F-eYFP + Vif (tagged APOBEC3F with the HIV-1 protein that degrades it), YFP fluorescence increase; Potency, µM (series often up to 46.1 µM), inactives show top-dose activity, negative = active; 390,000 compounds, 0.2% hits; AID 602313; note: potency is the fitted concentration of half-maximal effect; % of control where 0% means no effect; nearly all actives have a fitted effect of over 65% in size
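HeLa cells stably expressing Vif plus C-terminally eYFP-tagged A3F were seeded, incubated overnight at 37 deg C, dosed with compound, incubated overnight again at 37 deg C. Yellow fluorescence (Ex 488/Em 500-530) reported blocked Vif-mediated A3F-eYFP degradation.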
D2 agonist = agonists of human D2 dopamine receptor; HEK293 T-REx D2 cells, calcium flux agonist mode; 340,000 compounds, 0.53% hits; AID 485358; activation, % at 2 µM; P14416;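 active = activation over 3 SD above normal in the single-dose calcium agonist read, cut at about 30% in these data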; note: 0% is about no effect
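Tetracycline-induced HEK293 T-REx cells with force-coupled D2 receptor, plated overnight at 30 C, loaded with no-wash calcium dye. After a 10 s baseline, compound was pin-added and calcium flux read kinetically for 180 s; calcium rises flagged agonists.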
12-LOX inh = blocks human arachidonate 12S-lipoxygenase | Potency, µM (highest dose often 108 µM), for the others: at the highest dose activity change, negative = inhibition, usual class: inhibitors | purified 12hLO, xylenol orange hydroperoxide absorbance | P18054 | AID 1671190 | 580,000 compounds, 1.1% hits; note: potency is the fitted concentration of half-maximal effect; % is set by controls: 0 for no effect and ±100 for the full control effect
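Purified human 12hLO at 150 nM in 25 mM Hepes, 0.01% Triton X-100, pH 7.0, preincubated 15 min at room temperature with compound. Reaction started with 40 uM arachidonic acid, 30 min at room temperature. Hydroperoxide measured by Fe-xylenol orange, 573/405 nm absorbance ratio.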
D2 antagonist = antagonists of human D2 dopamine receptor; AID 485344; inhibition, % at 10 µM; HEK293 TREx D2 cells, calcium flux, dopamine EC80; 340,000 compounds, 2% hits; P14416; in the data active = inhibition above about 30%; note: 0% is about no effect
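Calcium mobilization kinetics were recorded at 1 s intervals in tetracycline-induced HEK293 T-REx D2 cells, first for 180 s after compound addition and then 180 s after EC80 dopamine.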
* = called active by the depositor; & = joins results of further samples. Unless noted, calls come from the whole dose curve; as a rule, active = well fitted curve in the direction sought with a large enough effect; inconclusive = small, poorly fitted or top-dose-only effect, or another doubt; inactive = no such curve, though single readings can be large; an effect the other way counts as inactive or inconclusive. Some of the compounds tested. The share of hits here may be higher or lower than overall.

Screening Cc1c(NC(=O)/C(C#N)=C/c2ccc(-c3ccc(Cl)c(Cl)c3)o2)c(=O)n(-c2ccccc2)n1C returned LDHA inh -1, ERG Ets-DNA blk 19%, Vif-APOBEC3G blk -8%, RGS4 inh -6%, GRP78 ERSR act -3%, Vif-APOBEC3F blk -2%, D2 agonist -0.9, 12-LOX inh -7% and D2 antagonist -7.
CCOc1ccc(S(=O)(=O)N2CCCCC2)cc1NC(=O)Cc1ccc(OC)cc1 was read as LDHA inh 0, Vif-APOBEC3G blk -3%, GRP78 ERSR act -1%, Vif-APOBEC3F blk 4% and 12-LOX inh 16%.
Screening CCC(c1nnnn1Cc1ccccc1)N(Cc1ccco1)Cc1cc2cc(OC)ccc2[nH]c1=O (configuration not stated) returned LDHA inh -3, ERG Ets-DNA blk -11%, Vif-APOBEC3G blk -2%, RGS4 inh -26%, GRP78 ERSR act -6%, D2 agonist -0.9, 12-LOX inh 0% and D2 antagonist 7.
Cn1c(=O)c2c(nc(Cc3ccc(N)cc3)n2C)n(C)c1=O was read as LDHA inh -1, ERG Ets-DNA blk 3%, Vif-APOBEC3G blk -6%, RGS4 inh -2%, GRP78 ERSR act -6%, Vif-APOBEC3F blk inconclusive, D2 agonist 1.2, 12-LOX inh 8% and D2 antagonist -12.
For C=CCc1cccc(/C=C/c2cc(=O)c3ccccc3[nH]2)c1O the results were LDHA inh 2, ERG Ets-DNA blk 24%, Vif-APOBEC3G blk -11%, RGS4 inh 3%, GRP78 ERSR act 5%, Vif-APOBEC3F blk -8%, D2 agonist 0.9, 12-LOX inh 7% and D2 antagonist 1.
CC1(C2CC2)NC(=O)N(CC(=O)N2CCN(c3ccc(F)cc3)CC2)C1=O (configuration not stated) was read as LDHA inh -1, ERG Ets-DNA blk -3%, Vif-APOBEC3G blk -1%, RGS4 inh -25%, GRP78 ERSR act -4%, Vif-APOBEC3F blk 3%, D2 agonist 0.1, 12-LOX inh -5% and D2 antagonist 1.
`CCOC(=O)c1cc(-c2ccc(F)cc2)n(CC(=O)NC(C)CC)c1C` (configuration not stated) gave LDHA inh 1, ERG Ets-DNA blk 10%, Vif-APOBEC3G blk 4%, RGS4 inh 4%, GRP78 ERSR act -3%, Vif-APOBEC3F blk -5%, D2 agonist -0.2, 12-LOX inh -10% and D2 antagonist -9.
Screening Cc1ccc(N2CC(=O)N(NC(=O)c3sc4nc(C)cc(C)c4c3N)CC2=O)cc1 returned LDHA inh -5, ERG Ets-DNA blk 2%, Vif-APOBEC3G blk -1%, RGS4 inh 1%, GRP78 ERSR act -11%, Vif-APOBEC3F blk -5%, D2 agonist -0.6, 12-LOX inh inactive and D2 antagonist -1.
`O=C(CN(Cc1ccco1)S(=O)(=O)c1ccccc1)N/N=C/c1ccccc1C(=O)O` gave LDHA inh -13, ERG Ets-DNA blk -3%, Vif-APOBEC3G blk -2%, RGS4 inh 43%, GRP78 ERSR act -1%, Vif-APOBEC3F blk -7%, D2 agonist 0.6, 12-LOX inh 3% and D2 antagonist 23.
For CCn1cc(C(=O)NCc2ccco2)c2cc(OC)c(OC)cc2c1=O the results were LDHA inh 8, ERG Ets-DNA blk -2%, Vif-APOBEC3G blk -2%, RGS4 inh -28%, GRP78 ERSR act -2%, Vif-APOBEC3F blk 3%, D2 agonist -0.1, 12-LOX inh 2% and D2 antagonist 3.
Screening OC1c2cc(Br)ccc2N=C2CCCN21 (configuration not stated) returned LDHA inh -3, ERG Ets-DNA blk 7%, Vif-APOBEC3G blk -25%, RGS4 inh -34%, GRP78 ERSR act -4%, Vif-APOBEC3F blk 2%, D2 agonist -1.7, 12-LOX inh -1% and D2 antagonist 7.
`O=C(O)c1nn(-c2cccc(C(F)(F)F)c2)ccc1=O` gave LDHA inh -9, ERG Ets-DNA blk 1%, Vif-APOBEC3G blk -1%, RGS4 inh -13%, GRP78 ERSR act 2%, Vif-APOBEC3F blk -12%, D2 agonist 2.2, 12-LOX inh -7% and D2 antagonist -4.
Screening CCN(CC)CCNC(=O)c1ccc2c(c1)ncn2C1CCCCC1 returned LDHA inh -3, ERG Ets-DNA blk 8%, Vif-APOBEC3G blk -3%, RGS4 inh -25%, GRP78 ERSR act 2%, Vif-APOBEC3F blk -2%, D2 agonist -1.7, 12-LOX inh inactive and D2 antagonist -9.
Screening Cc1nnc(SCCN2CCOCC2)n1C returned LDHA inh inconclusive, ERG Ets-DNA blk 5%, Vif-APOBEC3G blk 3%, RGS4 inh 2%, GRP78 ERSR act -4%, Vif-APOBEC3F blk 6%, D2 agonist -0.6, 12-LOX inh inconclusive and D2 antagonist -2.
Screening O=C(Nc1ccc(N2CCOCC2)c(Cl)c1)c1ccc2c(c1)OCCO2 returned LDHA inh -8, ERG Ets-DNA blk -1%, Vif-APOBEC3G blk 0%, RGS4 inh 14%, GRP78 ERSR act 4%, Vif-APOBEC3F blk 1%, D2 agonist 2.3, 12-LOX inh -3% and D2 antagonist 31*.
Screening O=S1(=O)CC(N2CCCCC2)CN1Cc1ccccc1 (configuration not stated) returned LDHA inh -9, Vif-APOBEC3G blk 3%, GRP78 ERSR act -5% and 12-LOX inh 7%.
COc1cc(OC)c(-c2c3cc(O)c(=O)cc-3oc3cc(O)c(O)cc23)cc1OC was read as LDHA inh 30, ERG Ets-DNA blk -158%, Vif-APOBEC3G blk 7%, RGS4 inh inconclusive, GRP78 ERSR act 9%, Vif-APOBEC3F blk inconclusive, D2 agonist 148*, 12-LOX inh inconclusive and D2 antagonist -96.
`CN(Cc1ccccc1)C(=O)c1ccc(CSc2nc3cccnc3n2Cc2ccccc2F)cc1` gave LDHA inh -15, ERG Ets-DNA blk 6%, Vif-APOBEC3G blk -1%, RGS4 inh -9%, GRP78 ERSR act -2%, Vif-APOBEC3F blk 0%, D2 agonist -0.6 and 12-LOX inh inconclusive.
`O=C(NCc1cccnc1)c1ccc(S(=O)(=O)Nc2ccccc2)cc1` gave LDHA inh -7, ERG Ets-DNA blk 4%, Vif-APOBEC3G blk -2%, RGS4 inh 17%, GRP78 ERSR act -3%, Vif-APOBEC3F blk 5%, D2 agonist -0.1, 12-LOX inh -15% and D2 antagonist -4.
O=C(O)C1CCN(C(=O)c2cccc3ccccc23)CC1 was read as LDHA inh -2, ERG Ets-DNA blk -1%, Vif-APOBEC3G blk 0%, RGS4 inh 6%, GRP78 ERSR act 1%, Vif-APOBEC3F blk -10%, D2 agonist 0.6, 12-LOX inh 1% and D2 antagonist 0.
For Cc1nc(SCC(=O)Nc2ccc(C)c(F)c2)c2oc3ccccc3c2n1 the results were LDHA inh -4, ERG Ets-DNA blk 7%, Vif-APOBEC3G blk -1%, RGS4 inh -22%, GRP78 ERSR act -3%, Vif-APOBEC3F blk 1%, D2 agonist 0.1, 12-LOX inh 0% and D2 antagonist 0.
Cc1nn(C)c(C)c1/C=C1/SC(=S)NC1=O was read as LDHA inh -5, ERG Ets-DNA blk 0%, Vif-APOBEC3G blk -11%, RGS4 inh -1%, GRP78 ERSR act -3%, Vif-APOBEC3F blk 1%, D2 agonist -0.8, 12-LOX inh -7% and D2 antagonist -8.
`Cc1ccc(-n2ncc(C(=O)NCCN3CCc4ccccc4C3)c2C2CCN(C(=O)OC(C)(C)C)CC2)cc1C` gave LDHA inh 4, ERG Ets-DNA blk 9%, Vif-APOBEC3G blk -11%, RGS4 inh 2%, GRP78 ERSR act -4%, Vif-APOBEC3F blk -1% and 12-LOX inh -26%.
For Cc1ccc(S(=O)(=O)N2[C@@H](c3ccc(Br)cc3)C(C(=O)O)=CC[C@H]2c2cccc(Cl)c2)cc1 the results were LDHA inh -1, ERG Ets-DNA blk 12%, Vif-APOBEC3G blk -2%, RGS4 inh -16%, GRP78 ERSR act 1%, Vif-APOBEC3F blk -4% and 12-LOX inh inconclusive.
CCc1nnc(NC(=O)Cc2ccc(Br)cc2)s1 was read as LDHA inh -7, ERG Ets-DNA blk -2%, Vif-APOBEC3G blk 1%, RGS4 inh -8%, GRP78 ERSR act -3%, Vif-APOBEC3F blk 13%, D2 agonist 0.4, 12-LOX inh 0% and D2 antagonist 5.
`Cc1ccccc1NS(=O)(=O)c1ccc2c(c1)CCC(=O)N2` gave LDHA inh 1&3, Vif-APOBEC3G blk 0%, GRP78 ERSR act -4% and 12-LOX inh 10%.
Screening CCOC(=O)CN1C(=O)C(=O)N(Cc2ccccc2F)C1=O returned LDHA inh -6, ERG Ets-DNA blk -9%, Vif-APOBEC3G blk 5%, RGS4 inh -15%, GRP78 ERSR act -3%, Vif-APOBEC3F blk -10%, D2 agonist -0.3, 12-LOX inh 0% and D2 antagonist -16.
For Cc1cc(C)nc(NN=C(c2ccccc2)c2ccccc2)n1 the results were LDHA inh -5, ERG Ets-DNA blk 2%, Vif-APOBEC3G blk 0%, RGS4 inh -14%, GRP78 ERSR act 0%, Vif-APOBEC3F blk -1%, D2 agonist -0.2, 12-LOX inh -2% and D2 antagonist 2.
